D1 ag – Allosteric Agonists of the Human D1 Dopamine Receptor: qHTS | D(1A) dopamine receptor (Homo sapiens), P21728 | HEK293 T-REx D1 cells, calcium flux, agonist mode | 360,000 compounds, 1% hits | AID 504660, 2011 | activation, % at 2 µM; in the data active means activation above about 30%; further: 0% is about no effect
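Inducible HEK293 T-REx D1 cells, force-coupled to calcium signalling, were plated at 4000 cells/well with tetracycline and held overnight at 30 C. After no-wash calcium dye loading, compound-evoked calcium rise over 180 s flagged agonists.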
Vif-APOBEC3G blk – qHTS for Inhibitors of Vif-A3G Interactions: qHTS; 410,000 compounds, 0.076% hits; DNA dC->dU-editing enzyme APOBEC-3G (Homo sapiens), Q9HC16; HeLa A3G-eYFP + Vif (tagged APOBEC3G with the HIV-1 protein that degrades it), YFP fluorescence, overnight; Potency, µM (highest dose often 46.1 µM), for the others: at the highest dose activity, negative = active, actives largely listed as inhibitors;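 further: potency means the concentration at half of the fitted maximal effect; on the % scale 0 is the no-effect control and ±100 the full control effect; nearly all actives have a fitted effect of over 60% in size; hits raise eYFP signal because A3G escapes Vif-driven loss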
Target sequence (Q9HC16 whole entry, looked up): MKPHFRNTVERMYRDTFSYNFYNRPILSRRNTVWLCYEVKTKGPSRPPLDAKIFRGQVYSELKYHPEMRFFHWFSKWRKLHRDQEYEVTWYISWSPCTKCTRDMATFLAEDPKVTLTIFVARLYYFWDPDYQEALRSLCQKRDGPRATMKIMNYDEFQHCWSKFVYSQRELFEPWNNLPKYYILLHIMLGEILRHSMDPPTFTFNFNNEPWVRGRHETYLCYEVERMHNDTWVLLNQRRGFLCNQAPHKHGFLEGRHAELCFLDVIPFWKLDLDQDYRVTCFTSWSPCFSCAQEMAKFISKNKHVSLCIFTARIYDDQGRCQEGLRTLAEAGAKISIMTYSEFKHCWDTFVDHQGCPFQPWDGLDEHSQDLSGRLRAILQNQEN
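Read-out is eYFP fluorescence (Ex 488/Em 500-530) from Vif-expressing HeLa A3G-eYFP cells; more signal means A3G escaped Vif-mediated degradation. Cells plated overnight, compound pinned in, incubated overnight at 37 deg C.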
D1 antag – Antagonist of Human D 1 Dopamine Receptor: qHTS. D(1A) dopamine receptor (Homo sapiens), P21728. HEK293 TREx D1 cells, calcium flux, dopamine EC80; stronger effect = lower value. activity change, negative = inhibition, % at 10 µM. AID 504652, 2011. 360,000 compounds, 3.2% hits; in the data active means activity change below about -30%; further: on the % scale 0 is the no-effect control and ±100 the full control effect
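Antagonism measured as reduced calcium response to an EC80 dopamine addition following 180 s compound pre-read; cells were inducible HEK293 Trex D1 plated overnight at 30 C, read kinetically at 1 cycle/sec.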
D2 potentiator – HTS Assay for Positive Allosteric Modulators of the Human D2 Dopamine Receptor: Primary Screen for Potentiators; 340,000 compounds, 0.34% hits; HEK293 T-REx D2, calcium flux, EC20 dopamine potentiation; potentiation, % at 10 µM;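 active means potentiation over 3 SD above the plate norm, cut at about 30% in these data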; further: 0% is about no effect
Target sequence (P14416 whole entry, looked up): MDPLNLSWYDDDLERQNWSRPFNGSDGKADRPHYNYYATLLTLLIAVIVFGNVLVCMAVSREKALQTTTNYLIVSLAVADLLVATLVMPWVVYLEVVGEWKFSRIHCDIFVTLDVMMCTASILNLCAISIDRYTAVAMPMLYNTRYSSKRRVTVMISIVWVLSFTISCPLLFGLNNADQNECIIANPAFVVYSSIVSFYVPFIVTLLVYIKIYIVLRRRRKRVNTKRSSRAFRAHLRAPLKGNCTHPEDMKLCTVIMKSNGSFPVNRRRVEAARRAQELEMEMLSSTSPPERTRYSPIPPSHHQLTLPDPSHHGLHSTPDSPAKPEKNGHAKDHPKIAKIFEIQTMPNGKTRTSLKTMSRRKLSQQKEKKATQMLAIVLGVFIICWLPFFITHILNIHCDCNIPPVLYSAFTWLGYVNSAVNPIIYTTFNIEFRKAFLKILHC
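Potentiation of an EC20 dopamine calcium response is measured in a force-coupled, tetracycline-inducible Hek293 Trex D2 line. Compound-only kinetic reads over 180 s flag agonists before dopamine addition.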
D1 potentiator – Potentiators of Human D1 Dopamine Receptor: qHTS | D(1A) dopamine receptor (Homo sapiens), P21728 | HEK293 TREx D1 cells, calcium flux, dopamine EC20 potentiation | potentiation, % at 10 µM | 360,000 compounds, 0.036% hits; in the data active means potentiation above about 30%; further: 0% is about no effect
GRP78 ERSR act – qHTS for Inducers of the Endoplasmic Reticulum Stress Response (ERSR) in Human Glioma: qHTS; Potency, µM, without a hit: at the top dose activation, most hits filed as activators; AID 602332, 2012; 420,000 compounds, 0.02% hits; U87-MG GRP78 promoter luciferase reporter, 16 h; further: potency means the concentration at half of the fitted maximal effect; series mostly up to about 76 µM; % of control where 0% means no effect; nearly all actives have a fitted effect of over 35% in size
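ERSR induction read as luciferase luminescence (Bright-Glo, 10 min at room temperature) in stably transfected human U87-MG glioma cells exposed to compounds for 16 h, using GRP78 as sensor.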
Vif-A3F inh – qHTS for Inhibitors of Vif-A3F Interactions: qHTS; Potency, µM (doses to about 46.1 µM), for inactives: at the highest dose activity, negative = active; 390,000 compounds, 0.2% hits; HeLa A3F-eYFP + Vif (tagged APOBEC3F with the HIV-1 protein that degrades it), YFP fluorescence increase; further: potency means the concentration at half of the fitted maximal effect; % of control where 0% means no effect; nearly all actives have a fitted effect of over 65% in size
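HeLa cells stably expressing A3F-eYFP plus Vif, plated and incubated overnight at 37 deg C, then exposed to compounds overnight at 37 deg C. Blocked degradation read as raised yellow fluorescence (Ex 488/Em 500-530).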
RXFP1 ag – qHTS Assay for Agonists of the Relaxin Receptor RXFP1; HEK293T-RXFP1 cAMP TR-FRET, 30 min; response scale: percent of porcine relaxin response, buffer zero; Potency, µM (series often up to 57.5 µM), without a hit: at the top dose activation, hits mostly activators; 370,000 compounds, 0.3% hits; further: potency means the concentration at half of the fitted maximal effect; on the % scale 0 is the no-effect control and ±100 the full control effect; nearly all actives have a fitted effect of over 60% in size; many of its hits are not listed in these tables
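HEK293T cells stably expressing RXFP1 were pretreated with the PDE4 inhibitor Ro 20174, exposed to compounds for 30 min at 37C, lysed, and cAMP was read by TR-FRET. Data normalized to buffer (basal) and 29 nM porcine relaxin (100%).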
LDHA block – qHTS assay for inhibitors of human lactate dehydrogenase; L-lactate dehydrogenase A chain (Homo sapiens), P00338; purified LDHA, NADH/diaphorase-resazurin fluorescence; stronger effect = lower value; activity change, % (values are at about 110 or 230 µM); 480,000 compounds, 0.15% hits; in the data active means activity change below about -30%;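 further: plate controls were DMSO wells for no effect and wells without enzyme for full effect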
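Human LDH5 at 2 nM final in Tris HCl pH 7.4 with 0.06 mM NADH and 0.2 mM pyruvate, reacted 5 minutes at room temperature. Remaining NADH coupled via diaphorase/resazurin; resorufin fluorescence read at 0 and 20 minutes, normalized to enzyme-free and DMSO wells.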
* hit, by the source's call; / = not tested or not shown; & = joins results of further samples. Unless noted, the call rests on the fitted dose curve; in most records, active means well fitted curve in the direction sought with a large enough effect; inconclusive means small, poorly fitted or top-dose-only effect, or another doubt; inactive means no such curve, though single readings can be large; an effect the other way counts as inactive or inconclusive.

Under each structure – D1 ag, Vif-APOBEC3G blk, D1 antag, D2 potentiator, D1 potentiator, GRP78 ERSR act, Vif-A3F inh, RXFP1 ag, LDHA block
1: Cc1noc(C)c1COc1ccccc1C(=O)N1CCN(S(=O)(=O)c2cccc(Cl)c2)CC1
    0.5, -2.5%, -1.4, -3.7, 3.0, -3.7%, -11.2%, -0.5%, -6.4
2: Cc1ccc(C)c(N2CCN(C(=O)c3ccc4nc(N5CCOCC5)sc4c3)CC2)c1
    4.1, 3.1%, 11.6, -2.1, -2.7, 3.3%, -21.0%, -1.0%, -1.0
3: CCN(Cc1ccccc1)Cc1c(O)ccc2c(=O)c(-c3ccc(Cl)cc3)c(C(F)(F)F)oc12
    -1.3, /, -2.0, -21.5, -2.4, /, /, -0.3%, -12.3
4: O=C(Nc1ccc2c(c1)OCCO2)c1cccc(S(=O)(=O)N2CCCCC2)c1
    0.9, 0.1%, /, -2.5, -1.2, 2.3%, 4.4%, 2.4%, 4.6
5: Nc1nc(=S)c2ncn(C3CCCC3)c2[nH]1
    2.3, 2.4%, -4.8, 13.6, -5.7, -3.1%, -2.9%, 1.8%, -0.4
6: Cc1ccc(CN2C(=O)CC(Nc3ccc(N4CCOCC4)cc3)C2=O)cc1 (stereo not given)
    -0.9, -1.3%, -25.2, 3.7, -7.2, -3.0%, -10.3%, 0.2%, 0.1
7: COc1ccc(NS(=O)(=O)c2ccc(-n3cnnn3)cc2)cc1OC
    1.0, 0.8%, 24.6, 6.3, 1.1, -2.3%, 3.7%, -0.8%, 2.6
8: O=C(NCc1ccc2c3c(cccc13)C(=O)N2)c1cccs1
    3.8, -7.2%, -12.3, -11.8, -5.7, 9.5%, 0.3%, 6.5%, -0.6
9: CC(=O)c1c(C)oc2ccc(N(C(C)=O)S(=O)(=O)c3ccc(Br)cc3)cc12
    /, -5.3%, /, /, /, 0.5%, 6.6%, /, -2.1
10: O=c1cc(CSc2nnnn2-c2ccccc2)nc(Nc2ccc(F)cc2)[nH]1
    -0.1, -0.6%, 1.9, -7.2, -3.0, 0.3%, 7.5%, 0.7%, -2.6
11: O=C(NCc1ccc(N2CCCC2=O)cc1)NC1CCCCC1
    1.4, -1.5%, 10.8, 11.3, 7.1, -4.4%, 4.5%, -1.0%, -3.9
12: O=C(Nc1cnn(Cc2ccc(Cl)cc2)c1)c1cnccn1
    1.5, -2.5%, 1.4, -0.7, 0.9, -6.7%, 2.5%, 0.2%, -1.6
13: COc1ccc(C(=O)N2CCC(C(=O)Nc3ccccc3C)CC2)cc1OC
    2.8, -1.8%, 12.3, -11.1, -1.3, -1.9%, 1.8%, -2.1%, 2.2
14: O=C(COC(=O)Cc1n[nH]c(=O)c2ccccc12)Nc1ncc(Cl)cc1Cl
    0.4, -1.6%, 5.5, -4.5, -2.0, -1.5%, -4.4%, -1.5%, 0.4
15: CC(C)c1ccc(NC(=O)CSc2nc(=O)n(Cc3cccnc3)c3c2CCC3)cc1
    -4.5, 0.4%, /, 1.1, -0.8, 0.2%, -0.1%, -1.6%, 2.4
16: O=C1C=CC(=Nc2ccc3c(c2)Cc2cc(F)ccc2-3)O1
    /, -7.2%, /, /, /, -0.3%, -6.1%, /, -11.6
17: COc1ccc(C2CC(c3ccccc3)=NN2C(=O)COC(=O)c2cccc(S(=O)(=O)N3CCOCC3)c2)cc1 (stereo not given)
    4.1, -0.3%, 0.6, 2.3, 0.2, -3.0%, 5.8%, 0.2%, -6.8
18: O=[N+]([O-])c1ccc(Cc2ccccn2)c([N+](=O)[O-])c1
    /, -0.1%, /, /, /, -2.4%, 13.3%, /, -5.1
19: CCN(CCNC(=O)Cn1c(=O)sc2ccccc21)c1ccccc1
    4.5, -2.3%, 5.4, -9.7, 6.5, -7.7%, -5.8%, 0.7%, 3.9
20: Cc1cccc2c1-c1sc(C(=O)Nc3ccc(F)cc3F)cc1CO2
    2.8, 3.1%, -14.5, -18.6, -6.0, -3.4%, -5.3%, 4.4%, -8.4

3 of the entries above in order of their number in Vif-APOBEC3G blk, rising.
| entry | structure | Vif-APOBEC3G blk |
| --- | --- | --- |
| 8 | O=C(NCc1ccc2c3c(cccc13)C(=O)N2)c1cccs1 | -7.2% |
| 12 | O=C(Nc1cnn(Cc2ccc(Cl)cc2)c1)c1cnccn1 | -2.5% |
| 6 | Cc1ccc(CN2C(=O)CC(Nc3ccc(N4CCOCC4)cc3)C2=O)cc1 (stereo not given) | -1.3% |

Going on with the list.
Under each structure – D1 ag, Vif-APOBEC3G blk, D1 antag, D2 potentiator, D1 potentiator, GRP78 ERSR act, Vif-A3F inh, RXFP1 ag, LDHA block
21: COC(=O)Nc1ccc(S(=O)(=O)N2CCCCCC2)cc1
    -2.2, -11.2%, -1.5, -1.4, -6.2, -4.2%, 0.8%, -0.5%, -10.7
22: O=C(O)C1C2C=CC(C2)C1C(=O)N1CCOCC1 (stereo not given)
    1.3, -0.9%, 0.6, -10.3, -3.6, -5.6%, -9.8%, 1.0%, -8.9
23: COc1cc(/C=C/C(=O)O)ccc1O
    /, -0.8%, /, /, /, -1.0%&-4.0%, 3.6%, /, -2.7
24: Cc1ccccc1Oc1ccc2c(c1)[C@@H]1C[C@H](N(C)C(=S)Nc3ccc(F)cc3)[C@H]([C@H](C)O)C(=O)N1CC2
    /, -2.8%, /, /, /, -3.9%, -9.9%, /, -12.3
25: O=C(CC1C(=O)NC2CCCCC2N1C(=O)c1ccc(F)cc1)Nc1ccccc1 (stereo not given)
    -3.1, -4.4%, 7.4, 11.8, 0.3, -4.2%, -5.5%, 0.8%, -3.2
26: Cc1ccccc1C(=O)Nc1c(C)nc(Nc2ccccc2)nc1Nc1ccccc1
    -0.6, -27.9%, 16.0, 4.7, 0.1, -6.3%, -10.6%, 0.7%, 2.6

Eight neighbouring records already listed, for reference:
Under each structure – D1 ag, Vif-APOBEC3G blk, D1 antag, D2 potentiator, D1 potentiator, GRP78 ERSR act, Vif-A3F inh, RXFP1 ag, LDHA block
16: O=C1C=CC(=Nc2ccc3c(c2)Cc2cc(F)ccc2-3)O1
    /, -7.2%, /, /, /, -0.3%, -6.1%, /, -11.6
17: COc1ccc(C2CC(c3ccccc3)=NN2C(=O)COC(=O)c2cccc(S(=O)(=O)N3CCOCC3)c2)cc1 (stereo not given)
    4.1, -0.3%, 0.6, 2.3, 0.2, -3.0%, 5.8%, 0.2%, -6.8
18: O=[N+]([O-])c1ccc(Cc2ccccn2)c([N+](=O)[O-])c1
    /, -0.1%, /, /, /, -2.4%, 13.3%, /, -5.1
19: CCN(CCNC(=O)Cn1c(=O)sc2ccccc21)c1ccccc1
    4.5, -2.3%, 5.4, -9.7, 6.5, -7.7%, -5.8%, 0.7%, 3.9
20: Cc1cccc2c1-c1sc(C(=O)Nc3ccc(F)cc3F)cc1CO2
    2.8, 3.1%, -14.5, -18.6, -6.0, -3.4%, -5.3%, 4.4%, -8.4
21: COC(=O)Nc1ccc(S(=O)(=O)N2CCCCCC2)cc1
    -2.2, -11.2%, -1.5, -1.4, -6.2, -4.2%, 0.8%, -0.5%, -10.7
22: O=C(O)C1C2C=CC(C2)C1C(=O)N1CCOCC1 (stereo not given)
    1.3, -0.9%, 0.6, -10.3, -3.6, -5.6%, -9.8%, 1.0%, -8.9
23: COc1cc(/C=C/C(=O)O)ccc1O
    /, -0.8%, /, /, /, -1.0%&-4.0%, 3.6%, /, -2.7

Screening data: PubChem BioAssay, National Center for Advancing Translational Sciences (NCATS)

Some of the compounds tested, so the mix of outcomes need not match the whole.
